GDH-TPI inh: inhibits GDH-TPI coupling enzymes, artifact for Mtb FBA screen; GDH-TPI coupled enzyme counterscreen, NADH absorbance; inhibition, % at 4.8 µM; 360,000 compounds, 1.2% hits; AID 588335; in the data active = inhibition above about 30%;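 note: 0% = DMSO wells and 100% = wells lacking the enzyme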
FadD28 binding: M. tuberculosis FadD28 bisubstrate binding inhibition | 360,000 compounds, 0.22% hits | FadD28 bisubstrate probe binding, fluorescence polarization | inhibition, % at 12.5 µM; in the data active = inhibition above about 8.5%, passing the limit was not always enough; inconclusive = no clear call, values can overlap the other calls
BoNT-F LC inh: BoNT F light chain protease inhibition | inhibition, % at 10 µM | Multiplex microsphere protease cleavage assay, flow cytometry | 360,000 compounds, 0.22% hits; in the data active = inhibition above about 35%, passing the limit was not always enough; inconclusive = no clear call, values can overlap the other calls; note: plate controls were buffer without enzyme for full effect and enzyme alone for no effect
MazF activator: MazEF (E. coli) toxin RNase activation; activation, % at 20 µM; P0AE70; 350,000 compounds, 0.32% hits; FAM/BHQ RNA-DNA oligo cleavage fluorescence, 5 h; in the data active = activation above about 50%
Target sequence (P0AE70 whole entry, looked up): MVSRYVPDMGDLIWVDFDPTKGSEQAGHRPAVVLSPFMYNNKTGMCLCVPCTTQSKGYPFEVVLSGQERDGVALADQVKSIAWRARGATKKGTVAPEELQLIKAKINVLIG
UGM FP inh: blocks M. tuberculosis UGM enzyme | purified UGM, fluorescence polarization probe displacement | inhibition, % at 10 µM | 320,000 compounds, 0.06% hits; in the data active = inhibition above about 10%, passing the limit was not always enough; inconclusive = no clear call, values can overlap the other calls
Mtb BioA inh: blocks M. tuberculosis BioA enzyme activity | inhibition, % at 9.99 µM | AID 602481 | purified M. tuberculosis BioA enzyme, plate reader | 360,000 compounds, 0.096% hits; in the data active = inhibition above about 40%; inconclusive = no clear call, values can overlap the other calls
Rv3671c protease: inhibits the M. tuberculosis serine protease Rv3671c | inhibition, % at 5.96 µM | 320,000 compounds, 0.048% hits | AID 2606; in the data active = inhibition above about 38%;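 note: extracellular domain of Rv3671c used as enzyme; 0% = enzyme with DMSO and 100% = no enzyme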
Target sequence (P9WHR9 whole entry, looked up, the tested form may be a part): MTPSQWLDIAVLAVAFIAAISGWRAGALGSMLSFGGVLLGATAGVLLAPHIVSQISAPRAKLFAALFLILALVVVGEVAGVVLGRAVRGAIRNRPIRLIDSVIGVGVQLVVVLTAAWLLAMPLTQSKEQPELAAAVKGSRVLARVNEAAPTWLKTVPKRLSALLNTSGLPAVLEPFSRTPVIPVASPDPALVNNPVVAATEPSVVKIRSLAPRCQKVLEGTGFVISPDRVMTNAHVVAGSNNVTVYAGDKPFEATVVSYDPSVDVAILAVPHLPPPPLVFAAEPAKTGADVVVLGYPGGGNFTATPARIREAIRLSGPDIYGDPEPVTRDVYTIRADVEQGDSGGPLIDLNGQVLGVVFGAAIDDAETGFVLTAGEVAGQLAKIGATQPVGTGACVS
PrPC surface inh: cell surface PrPC inhibition, primary TR-FRET screen; P04156; TR-FRET read-out; inhibition, % at 13.8 µM; 370,000 compounds, 0.43% hits; AID 720596; in the data active = inhibition above about 24%; note: 0% = median of the test wells and 100% = reference compound wells
FBA Mtb inh: inhibitors of M. tuberculosis fructose-bisphosphate aldolase; AID 588726; inhibition, % at 1 µM; P9WQA3; 360,000 compounds, 2.3% hits; purified M. tuberculosis FBA, fluorescence read-out; in the data active = inhibition above about 27%;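 note: 0% = vehicle and 100% = reference inhibitor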
Target sequence (P9WQA3 whole entry, looked up): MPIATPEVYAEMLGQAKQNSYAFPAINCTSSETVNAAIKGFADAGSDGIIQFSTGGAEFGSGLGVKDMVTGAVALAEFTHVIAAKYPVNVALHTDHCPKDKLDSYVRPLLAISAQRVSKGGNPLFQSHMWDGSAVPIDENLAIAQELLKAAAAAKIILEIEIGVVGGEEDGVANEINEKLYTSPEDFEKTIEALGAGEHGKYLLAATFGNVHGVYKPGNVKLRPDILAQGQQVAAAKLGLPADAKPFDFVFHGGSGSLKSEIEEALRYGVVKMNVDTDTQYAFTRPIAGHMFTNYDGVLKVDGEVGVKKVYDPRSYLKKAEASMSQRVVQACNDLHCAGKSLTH
* = called active by the depositor; ? = inconclusive; · = not tested or not shown; + = active, no number.

Results follow in this order: GDH-TPI inh, FadD28 binding, BoNT-F LC inh, MazF activator, UGM FP inh, Mtb BioA inh, Rv3671c protease, PrPC surface inh, FBA Mtb inh
CNS(=O)(=O)c1cccc(C(=O)OCC(=O)c2c(N)n(C)c(=O)n(C)c2=O)c1
  6, -1.7, -20, 2, -1.9, ·, 1, -4, 1
Cc1c(N=Cc2c(O)n(Cc3ccccc3)c(=O)[nH]c2=O)c(=O)n(-c2ccccc2)n1C
  17, -2.4, -1, 4, -1.1, ·, 1, 5, -3
Cc1ccc(-c2cc(C(=O)NCc3ccc4c(c3)OCO4)no2)cc1
  8, -3.5, 8, -19, 1.3, 0.7, 1, 2, -4
Cc1nc(NC(=O)CSc2nc3ccccc3s2)sc1C(=O)N(C)C
  8, 0.6, -2, 4, -2.6, 2.2, -5, 1, -2
CSc1ccc(C(=O)C2CCCN(Cc3cc4ccccc4[nH]3)C2)cc1 (stereo not given)
  4, -1.0, -4, 12, 4.7, 0.0, -2, -5, -1
O=C(/C=C/Nc1ccc(S(=O)(=O)Nc2ncccn2)cc1)c1cccs1
  25, -15, -2, 5, 1.7, -3.2, 6, 5, 4
CCC(CC)c1nnc(NC(=O)c2c(-c3ccccc3)noc2C)s1
  4, 1.8, -4, 12, -0.4, -1.6, 3, 7, 5
O=C(Nc1ccc(Cl)cc1)C1Cc2c(-c3ccccc3)ccnc2O1 (stereo not given)
  5, -0.8, 9, ·, ·, -3.5, ·, 0, 3
CCOC(=O)CN(C(=O)COc1nc(C)cc(C)c1C#N)c1ccc(F)cc1
  -4, -5.4, -4, -5, -0.3, ·, 8, -5, -2
CCN(CC)S(=O)(=O)c1ccc2[nH]c(=O)cc(C(=O)Nc3ccc(C)cc3)c2c1
  9, -0.6, -4, -7, -0.9, -1.6, -10, 4, 0
O=C(COC(=O)/C=C/c1ccc(C(F)(F)F)cc1)NCC1CCCCC1
  -5, -3.1, 2, -1, 2.5, ·, 3, 7, -1
O=C(CN1c2cccc3cccc(c23)S1(=O)=O)N1CCOCC1
  13, -0.2, -2, 10, -1.2, 2.0, -6, -7, 12
Cc1ccc(C(=O)Cn2nnc3c(sc4nc5c(c(-c6ccccc6)c43)CCC5)c2=O)cc1
  8, -2.2, 4, -5, 1.8, -1.8, -11, 6, 1
CN(C)/C=C/C(=O)c1ccccc1
  49*, -1.2, 4, -1, -3.5, -2.9, 9, -1, -7
Cc1ccc(C(=O)N2CCN(c3ccc(F)cc3)CC2)cc1S(=O)(=O)N1CCCCC1
  -6, -1.6, 3, -6, -1.8, 1.7, 1, 6, 1
COc1ccc(OC)c(NC(=O)c2c(NC(=O)CCC(=O)O)sc3c2CCCCC3)c1
  6, 1.8, 3, -15, -0.4, ·, 3, -2, 1
O=C1CCCCCN1CSc1nc2ccccc2s1
  17, -6.7, -7, -5, -1.5, ·, -1, -2, 3
COc1cccc(NC(=O)Nc2ccc3c(c2)nc(C)n3C)c1
  3, -0.3, -2, -1, 1.6, ·, -2, 5, 3
O=P(OC1CCCCC1)(OC1CCCCC1)C(O)c1ccc(Cl)cc1Cl (stereo not given)
  -2, -0.5, -2, 21, 1.2, -0.8, -3, -4, -1
O=C(Oc1ccccc1)c1ccccc1OS(=O)(=O)c1ccccc1
  3, -12, -1, -3, 0.6, ·, -9, 1, -2
Cc1oc2c(CN3CCCC3)c(O)ccc2c(=O)c1-c1ccccc1
  11, -3.8, 3, -3, 3.0, 0.4, -2, ·, 118*
CCOc1ccc(/C=N/n2nnnc2N)cc1O
  13, -1.0, 0, 7, 3.2, 0.9, 6, 7, 7
CC(C)(CN=C1NS(=O)(=O)c2ccccc21)CNC(=O)CN1C(=O)c2ccccc2C1=O
  1, -1.4, ·, 3, -1.2, 0.5, -11, -4, 0
CC1(C)Cc2c(ccc3ccccc23)/C(=C/C#N)N1
  18, -2.6, 0, -12, 0.2, -0.1, -14, 0, 1
Cc1ccc2c(c1)N(CC(=O)NC1CCCCCC1)C(=O)c1cccnc1O2
  1, 1.5, 0, -19, 1.7, 2.1, -6, 6, -3
COC(=O)/C=C/c1ccsc1NC(C)=O
  9, -4.8, 1, -13, 1.0, ·, -4, 2, 0
CC1(C)C(=O)OC(/C=C\c2ccccc2)C(C)(C)C1=O (stereo not given)
  3, -1.3, -11, 5, -1.7, -1.2, -3, -2, 1
CC(C)OC(=O)C1=C2SCC(=O)N2C(N)=C(C#N)C1
  13, -1.1, 1, -9, 1.0, -2.2, -6, 3, 1
O=C(CSc1nc2ccccc2[nH]1)NCCc1ccc(Cl)cc1
  8, 0.4, -4, -14, 1.3, -3.5, 14, 8, 1
CC1(C)Cc2cccc(OCC(=O)OCc3nnc(-c4ccccc4)o3)c2O1
  -2, -3.8, 1, -1, -2.2, 0.7, -6, -4, 3

(listing goes on)
Results follow in this order: GDH-TPI inh, FadD28 binding, BoNT-F LC inh, MazF activator, UGM FP inh, Mtb BioA inh, Rv3671c protease, PrPC surface inh, FBA Mtb inh
CCCc1cc(-c2ccc(O)c(OCC)c2)c(C#N)c(N)n1
  19, -1.6, -18, 2, -0.9, 3.5, -2, -2, -8
O=C(CN1C(=O)c2ccccc2S1(=O)=O)Nc1ccccc1C(=O)NCc1ccco1
  1, -2.2, -1, 0, 3.5, -0.8, -2, 2, 0
Cc1cc(NC(=O)NC2(C(F)(F)F)Oc3ccc(Cl)cc3O2)no1 (stereo not given)
  5, -2.5, 0, -1, 0.4, -1.8, -4, ·, -2
CC(O)(CC(=O)CC(=O)c1ccccc1)c1ccccc1 (stereo not given)
  25, -4.1, -2, 14, ·, ·, ·, -5, -3
Cc1cccc(C)c1OCc1cc(C(=O)N2CCN3CCCC3C2)no1 (stereo not given)
  -3, -2.5, -1, -9, -1.2, -1.1, ·, 3, 1
COc1ccc(CN2CCC(C(=O)c3ccc(F)cc3)CC2)cc1
  -6, -1.2, ?, -36, -2.8, 0.3, -5, -6, -1
Cn1nc(C(=O)NCc2ccc(Cl)cc2)c2c1-c1ccccc1S(=O)(=O)C2
  -7, -4.3, 4, 4, 2.4, 0.0, -5, 13, -1
COc1ccc(N2CCN(C(=O)C3CCCN(c4ncnc5c4nc4n5CCCCC4)C3)CC2)cc1 (stereo not given)
  1, -1.4, 10, 3, 0.5, 2.5, -8, -5, 2
CCOc1ccc(NC(=O)Nc2cc(OCC(F)(F)F)cc(OCC(F)(F)F)c2)cc1
  14, 0.6, -4, 6, 2.1, ·, 7, 10, 0
CC(C)C1N=C2c3ccccc3N=C(SCc3cc(=O)n4cc(Cl)ccc4n3)N2C1=O (stereo not given)
  8, 0.9, -11, 5, 1.2, 18, 0, -15, 3
COc1cc(CCC(=O)N2CCN(c3ccccc3)CC2)cc(OC)c1OC
  1, 0.2, -4, -6, -1.4, -2.4, -7, 3, 6
COc1cccc(CN2CC(C(=O)N3CCCC3)CCC2=O)c1 (stereo not given)
  0, -4.3, -1, 11, -0.1, -0.8, 13, -4, 0
COc1ccc(NC(=O)CC2C(=O)N(c3cccc(C)c3)C(=O)N2C2CCCCC2)cc1 (stereo not given)
  -1, -5.6, 10, -2, -0.8, 2.4, 2, 3, 0
O=c1cccc2n1CC1CC2CN(Cc2c(F)cccc2Cl)C1 (stereo not given)
  -2, -0.4, -3, 7, 1.3, 1.1, 3, 3, -1
CN(C)c1nc(C#N)nc(N2CCOCC2)n1
  11, 0.0, -8, 3, -2.8, ·, 5, 2, 0
Cc1nc2ccccc2c(=O)n1NCc1cc(Br)cs1
  2, -3.0, -8, -2, 0.5, -0.6, -13, -5, 2
O=C(c1cccs1)N1CCN(S(=O)(=O)c2ccccc2)CC1
  10, -0.2, -4, 12, 0.2, -2.5, 7, 6, 0
COc1ccc(S(=O)(=O)N(Cc2nc3ccccc3c(=O)[nH]2)C2CCCC2)cc1
  -1, -2.8, 24, 0, 1.7, -1.6, 4, 2, 4
CC(C)C(=O)N1CCN(c2ccc(NC(=O)c3ccc4c(c3)OCCO4)cc2Cl)CC1
  6, -1.1, 1, -3, 0.5, ·, 1, 2, -2
COc1ccc(-c2c(C)oc3c(CN4CCN(C)CC4)c(O)ccc3c2=O)cc1
  20, -0.8, 1, 2, 0.9, 1.8, 1, -8, 102*
COCCn1c(SCC(=O)c2c(N)n(C3CC3)c(=O)[nH]c2=O)nnc1-c1ccc(Cl)cc1
  -3, 1.5, 2, 10, 1.0, 1.5, -2, 2, 0
O=S(=O)(N/N=C/c1cccnc1)c1ccc(Cl)c(Cl)c1
  -2, -1.9, ?, -4, 0.0, ·, -13, 7, -4
COc1ccc(C)cc1S(=O)(=O)n1nc(C)cc1C
  -2, 0.4, -5, 3, 1.7, 0.6, 6, 9, 7
Cn1nc(C(F)(F)F)c2cc(C(=O)Nc3ccc(F)cc3F)sc21
  4, -4.5, -2, 0, 0.4, ·, 2, -5, 5
Cc1ccc(S(=O)(=O)CCC(=O)OCC(=O)NCCc2ccccc2)cc1
  -3, -1.3, ·, 6, ·, 0.2, 3, -1, 0
COc1ccc(OC2OC3COC(c4ccco4)OC3C(O)C2NC(C)=O)cc1 (stereo not given)
  8, 0.1, -9, 9, -1.4, ·, -13, -7, 2
CN1C(N)=NC(=O)/C1=C\c1ccc(Br)cc1
  11, -4.6, 12, 10, -1.2, -0.7, 3, -35, -1
Nc1cccc(C#Cc2ccc3c(c2)C(=O)/C(=C/c2ccsc2)O3)c1
  9, -1.5, 3, -7, ·, -0.5, -10, 2, -2
O=C(NC(=S)N1CCCC(O)C1)c1ccco1 (stereo not given)
  4, -0.8, -3, 2, -0.9, -0.5, -3, -5, -1
COc1ccc(NC(=O)NN2CCOCC2)cc1OC
  -2, -2.4, -2, 4, 1.9, -0.6, -6, 4, -1

3 structures from above, sorted by count of non-hydrogen atoms, largest number first.
Results follow in this order: GDH-TPI inh, FadD28 binding, BoNT-F LC inh, MazF activator, UGM FP inh, Mtb BioA inh, Rv3671c protease, PrPC surface inh, FBA Mtb inh
O=C(CN1C(=O)c2ccccc2S1(=O)=O)Nc1ccccc1C(=O)NCc1ccco1
  1, -2.2, -1, 0, 3.5, -0.8, -2, 2, 0
Cn1nc(C(=O)NCc2ccc(Cl)cc2)c2c1-c1ccccc1S(=O)(=O)C2
  -7, -4.3, 4, 4, 2.4, 0.0, -5, 13, -1
CC(O)(CC(=O)CC(=O)c1ccccc1)c1ccccc1 (stereo not given)
  25, -4.1, -2, 14, ·, ·, ·, -5, -3

Following part:
Results follow in this order: GDH-TPI inh, FadD28 binding, BoNT-F LC inh, MazF activator, UGM FP inh, Mtb BioA inh, Rv3671c protease, PrPC surface inh, FBA Mtb inh
COc1ccccc1N(CC(=O)Nc1ccccc1C(=O)N1CCOCC1)S(C)(=O)=O
  1, -0.4, -30, 0, -2.1, -1.7, 5, 4, 0
COc1ccccc1N1CCN(C(=O)c2ccc(Br)s2)CC1
  -1, -2.8, -3, -1, -1.0, 3.0, 1, -8, -2
O=C(CSc1ncn[nH]1)NCc1ccccc1Cl
  2, -0.4, 6, 1, 2.6, -0.9, 5, 4, 1
C=CCC[C@@H](Cc1ccc(F)cc1)C(=O)OC[C@H](Cc1c[nH]c2ccccc12)NC(=O)[C@H](CC=C)CC(=O)NCCO
  1, -1.9, -7, -1, 3.6, -3.0, 1, 0, 2
COCCCNC(=O)c1cccs1
  9, -0.4, -26, 5, -0.6, -2.6, 4, 5, -2
O=C(Nc1cccnc1)c1ccccc1Cl
  -14, -2.6, ?, 6, -2.4, 1.4, 4, -3, -5
O=C(NCc1ccco1)Nc1cccc2ccccc12
  0, -4.6, 0, 6, ·, 0.1, ·, -9, 9
Cc1ccc(C(=O)COC(=O)CCC(=O)Nc2cc(Cl)ccc2Cl)cc1[N+](=O)[O-]
  10, -0.7, 18, 10, 0.6, -1.1, -2, 10, 7
CCN1C(=S)SC(=O)C1=C1C=C(C)OC(C)=C1
  3, -1.5, -8, +, 2.2, -2.3, -11, -5, -10
COc1ccc(-c2ccc([C@H]3[C@H]4C=CC[C@@H](C)[C@@H]4C(=O)N3Cc3ccccc3)c(F)c2)cc1C
  -1, -4.9, -1, -3, 0.1, 0.3, -12, 3, -4
COc1ccc(C/C(N)=N/OC(=O)COc2ccccc2C)cc1
  9, -0.1, 9, -10, -0.8, ·, 9, 2, 1
O=C(COC(=O)c1ccc(S(=O)(=O)N2CCCC2)cc1)Nc1ccccc1Cl
  12, 0.0, -11, -13, ·, -1.5, ·, -2, 2
Cc1cc(C)c(NC(=O)c2ccccc2C(=O)c2ccccc2)c(C)c1
  3, -2.7, -8, 5, -0.4, ·, -5, 3, 1
O=c1c2cc([N+](=O)[O-])ccc2nc(CN2CCN(c3ccccn3)CC2)n1-c1ccccc1F
  20, -3.5, -7, 5, 2.0, 1.2, 6, -19, -1

From PubChem BioAssay
